Arrestin-AP2 inh: human beta-arrestin and AP2 interaction inhibition; FITC-arrestin peptide / GST-AP2 beads, flow cytometry; AP2 beta2 appendage carries R879A mutation; inhibition, % at 10 µM; hit rate 0.31% among 340,000; AID 504490;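 active = inhibition above a set limit, near 3 SD of compounds lacking own fluorescence, cut at about 54% in these data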;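 also: plate controls were DMSO wells for no effect and 5 µM unlabelled arrestin peptide for full effect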
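system = GST-tagged AP2 beta2-adaptin appendage (R879A) on 4 µm glutathione beads | reagent = FITC-labelled arrestin peptide probe, 50 nM final | schedule = compound with beads 12 min RT, then probe 1 h RT | signal = HyperCyt-sampled flow cytometry, FL1 channel, ex 488/em 535 nm | read-out = percent response from loss of bead-bound FITC fluorescence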
Pemphigus Ab inh: inhibitors of pemphigus antibody binding to human desmoglein-3; DSG3-coupled beads, scFv-anti-DSG3-GFP binding, flow cytometry; active compounds read low; binding (percent of control), % at 10 µM; P32926; hit rate 0.48% among 310,000; AID 588358;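 active = binding more than 3 SD below its plate's average and above zero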;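 also: hits lower antibody fragment binding to DSG3; some compounds called inactive have numbers as strong as hits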
Target sequence (P32926 whole entry, looked up, the tested form may be a part): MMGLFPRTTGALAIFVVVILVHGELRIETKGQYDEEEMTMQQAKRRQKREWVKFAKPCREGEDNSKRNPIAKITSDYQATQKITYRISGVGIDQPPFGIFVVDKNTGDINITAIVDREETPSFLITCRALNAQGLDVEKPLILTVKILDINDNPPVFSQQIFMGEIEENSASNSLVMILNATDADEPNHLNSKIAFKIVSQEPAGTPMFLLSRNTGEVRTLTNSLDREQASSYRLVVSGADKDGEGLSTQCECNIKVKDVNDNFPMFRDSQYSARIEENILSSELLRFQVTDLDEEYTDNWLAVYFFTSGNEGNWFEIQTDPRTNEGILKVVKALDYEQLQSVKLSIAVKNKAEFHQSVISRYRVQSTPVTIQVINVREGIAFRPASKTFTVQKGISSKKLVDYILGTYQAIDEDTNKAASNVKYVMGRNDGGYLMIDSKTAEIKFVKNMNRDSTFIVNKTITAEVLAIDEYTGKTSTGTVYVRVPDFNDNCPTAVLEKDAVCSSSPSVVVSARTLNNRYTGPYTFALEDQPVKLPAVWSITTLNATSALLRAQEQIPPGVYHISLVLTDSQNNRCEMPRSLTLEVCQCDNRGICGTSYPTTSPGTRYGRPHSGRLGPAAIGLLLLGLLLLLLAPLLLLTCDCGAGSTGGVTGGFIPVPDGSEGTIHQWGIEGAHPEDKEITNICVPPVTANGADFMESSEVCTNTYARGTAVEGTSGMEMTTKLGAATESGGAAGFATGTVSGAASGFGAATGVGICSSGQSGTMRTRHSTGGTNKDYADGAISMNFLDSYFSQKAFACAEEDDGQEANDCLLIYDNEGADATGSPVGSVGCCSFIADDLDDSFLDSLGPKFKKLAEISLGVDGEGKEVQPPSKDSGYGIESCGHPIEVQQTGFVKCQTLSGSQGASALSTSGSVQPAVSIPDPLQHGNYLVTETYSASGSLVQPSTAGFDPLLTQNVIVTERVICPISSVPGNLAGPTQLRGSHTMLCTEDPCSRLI
Tat export inh: E. coli Tat transport inhibition; E. coli MC4100 TorA-mCherry Tat export, fluorescence; hit rate 0.036% among 340,000; inhibition, % at 10 µM;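 active = mean replicate inhibition at least 50% and at least half of replicates individually reaching 50%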;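 also: exported cargo escapes ClpAP degradation while cytoplasmic cargo is degraded and loses fluorescence; 0% = median of neutral control wells and 100% = median of NaSCN control wells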
OPRM1-OPRD1 inv: mu-delta opioid heterodimer inverse agonism; P35372+P41143; cell-based MOR-DOR heterodimer luminescence; inhibition, % at 9.3 µM; hit rate 0.21% among 340,000; in the data active = inhibition above about 22%, passing the limit was not always enough;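 also: 0% = cells with DMSO and 100% = wells without cells with DMSO; values of inactives mirror those of a sister screen read the other way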
PfHsp90 set2: growth inhibition of yeast expressing Plasmodium Hsp90; AID 504621; S. cerevisiae expressing PfHsp90, BacTiter-Glo ATP, 48 h; yeast lacking PDR1 and PDR3 efflux regulators; hit rate 0.32% among 310,000; inhibition, % at 9.4 µM;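 active = every replicate shows inhibition above about 80%, whatever the replicate mean, limit read from the data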;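 also: 0% = DMSO neutral controls and 100% = 20 µM radicicol positive controls; yeast relying on Plasmodium falciparum Hsp90 in place of its own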
Ecoli viability: reduces bacterial viability in AddAB counter-screen | E. coli V3065 growth, OD600 absorbance, 18 h | AID 449728 | inhibition, % at 11.9 µM | hit rate 0.27% among 330,000;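 active = inhibition above the campaign's mean inhibition across all tested compounds plus 3 SD, cut at about 9.9% in these data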;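 also: uninfected addAB+ strain grown without phage in ampicillin broth; 0% = DMSO wells and 100% = ciprofloxacin 0.95 µg/ml wells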
SUMO Mot1 rescue: blocks SUMOylation pathway, rescuing yeast Mot1-301 growth | AID 2716 | growth rescue, % at 18.8 µM | S. cerevisiae Mot1-301 growth rescue, ATP luminescence, 38.5C; percent above DMSO median, 100 means doubled | hit rate 1% among 320,000;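 active = every valid replicate shows activation above 250% relative to neutral control wells; inactive = the rest, any valid replicate at or below 250%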;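 also: OY570 slx delta 5 strain wells were the positive control but not used for scaling; some compounds called inactive have numbers as strong as hits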
phage Ecoli inh: E. coli growth loss with phage present; growth absorbance; inhibition, % at 11.9 µM; hit rate 0.26% among 360,000; AID 651602; in the data active = inhibition above about 11%
PKA-R1A act: PKA-R1A complex activation | PKA-R1A dissociation, Cy5-IP20 fluorescence polarization; scaled: DMSO 0%, 113 µM cGMP 100% | activation, % at 11.4 µM | hit rate 0.083% among 340,000 | AID 504707;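 active = percent activation above the mean of all tested compounds plus 3 SD, cut at about 19% in these data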;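 also: higher means more PKAc released from R1A so a rise in polarization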
AddAB inh: less growth of phage-infected E. coli with AddAB. E. coli expressing H. pylori AddAB, absorbance growth. inhibition, % at 11.9 µM. hit rate 0.29% among 330,000. AID 435030; in the data active = inhibition above about 12%;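 also: 0% = vehicle wells of infected cells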
MOR-DOR ag: OPRM1-OPRD1 heterodimerization agonism. P35372+P41143. cells, luminescence. activation, % at 9.3 µM. hit rate 0.3% among 340,000; in the data active = activation above about 18%;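 also: 0% = vehicle-treated cells and 100% = reference agonist; values of inactives mirror those of a sister screen read the other way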
Starred values were filed as active, the others as inactive; . = no result given. Compounds as they come; overall some 2.8% were active at least once.

compound | Arrestin-AP2 inh | Pemphigus Ab inh | Tat export inh | OPRM1-OPRD1 inv | PfHsp90 set2 | Ecoli viability | SUMO Mot1 rescue | phage Ecoli inh | PKA-R1A act | AddAB inh | MOR-DOR ag
Cc1nc(N2CCN(Cc3ccc4c(c3)OCO4)CC2)c2cc(-c3ccccc3)sc2n1 | 17 | 102 | 0 | -18 | -29 | -0.9 | 50 | 3.0 | -5 | -2.4 | 3.6
COc1ccc(S(=O)(=O)NNC(=O)C23CC4CC(CC(C4)C2)C3)cc1[N+](=O)[O-] | 36 | 101 | 2 | -9 | 1 | -0.4 | 10 | 1.2 | -4 | 1.0 | 1.4
Cc1ccc(S(=O)(=O)/N=C(/Nc2c(C)cccc2C)c2ccccc2)cc1 | 35 | 107 | -2 | 14 | 0 | 0.5 | -6 | 2.8 | 6 | 2.7 | -3.4
C[C@H](CO)N1C[C@H](C)[C@@H](CN(C)C(=O)Nc2ccc3c(c2)OCO3)Oc2ccc(NC(=O)Nc3ccc4c(c3)OCO4)cc2C1=O | 0 | 105 | 5 | 6 | 6 | 0.7 | 8 | 1.6 | -3 | 3.4 | -1.3
Cn1cnc(S(=O)(=O)NCc2ccccc2)c1 | -2 | 116 | -3 | 16 | 12 | -1.2 | . | 2.1 | 0 | 1.2 | -3.0
CC1CCN(CCCCOc2ccc(C(C)(C)C)cc2)CC1 | 8 | 97 | 4 | -3 | -2 | 1.7 | 10 | 2.3 | 2 | 0.6 | 0.6
COc1ccccc1CCn1c(N)c(C#N)c2nc3ccccc3nc21 | -25 | 102 | -16 | -4 | 2 | -2.2 | 5 | 0.5 | 10 | 2.2 | 0.7
CC(C)[C@H](NC(=O)OC(C)(C)C)c1nnc(SCC(=O)Nc2ccc(Br)cc2)o1 | -1 | 109 | -2 | -33 | . | -0.3 | . | 6.0 | -13 | 2.5 | 5.8
NS(=O)(=O)c1ccc(NN=C2CCCCC2)c([N+](=O)[O-])c1 | 0 | 83 | -5 | 8 | 8 | -1.5 | 11 | 2.5 | -8 | 0.5 | -1.7
CCOc1cc(N2CCOCC2)c(OCC)cc1NC(=O)COC(=O)c1ccccc1C | 3 | 88 | -5 | 18 | -12 | -1.1 | -20 | 0.6 | -11 | 2.5 | -3.6
Cc1ccc(S(=O)(=O)CCC(=O)NCCc2ccccc2)cc1 | 9 | 104 | -4 | 4 | -14 | 0.5 | 1 | 0.4 | 0 | 1.0 | -0.7
O=C(CN1CCN(S(=O)(=O)c2ccc(Cl)c(Cl)c2)CC1)N1CCCC1 | 50 | 98 | 0 | -4 | -36 | -0.7 | 17 | 2.4 | 11 | 0.9 | 1.0
CC(=O)c1sc(NC(=O)c2ccco2)nc1-c1ccccc1 | -1 | 98 | -3 | 11 | 29 | -0.7 | 0 | . | -6 | 5.5 | -1.9
COc1ccc(C)cc1NC(=O)CN1CCN(C/C=C/c2ccccc2)CC1 | 8 | 107 | 0 | 2 | . | 1.7 | 172 | 3.7 | -5 | 4.2 | -0.3
O=C(CSc1ncnc2c1oc1ccccc12)NCc1ccc(F)cc1 | -1 | 96 | 2 | 18 | -23 | -3.4 | 12 | -0.1 | -8 | -0.2 | -3.3
FC(F)(F)c1cnc(-n2cc[nH]c2=S)c(Cl)c1 | 36 | 98 | 3 | 11 | . | 0.1 | 71 | 1.7 | 9 | 1.8 | -2.2
CC(=O)N1c2ccccc2C(C)(C)C2CCC(C)CC21 (centres undefined) | 4 | . | 5 | -42 | . | -0.2 | 10 | 1.3 | -4 | 4.3 | 7.2
Cc1ccc(C(=O)NC(=S)NNC(=O)CCN2CCOCC2)cc1 | -1 | 101 | -7 | 13 | 2 | -1.7 | 8 | -3.4 | -6 | -5.8 | -2.5
COc1cccc(-c2nn(C)c3sc(C(=O)NCCCN(C)Cc4ccccc4)cc23)c1 | -9 | 115 | 10 | -19 | 21 | -1.8 | -4 | 0.5 | 0 | 2.4 | 3.9
CCC1=Nc2cc(C(=O)NCc3cccnc3)ccc2Sc2ccc(C)cc21 | 17 | 88 | 2 | 3 | -21 | -1.3 | 98 | 0.3 | -11 | -0.3 | -0.6
Cc1ccc(CNC(=O)COC(=O)c2cnccn2)cc1 | 2 | 100 | 0 | 15 | -32 | -0.7 | -12 | . | -5 | -0.3 | -2.7
Cc1cc(Cl)c(S(=O)(=O)N2CCN(c3ccc(F)cc3)CC2)cc1OCC(N)=O | -1 | 85 | -7 | -2 | -10 | 0.8 | -9 | 2.2 | 0 | 4.6 | 0.5
CC(C)(C)C(=O)Nc1ccc(C(=O)Nc2cccnc2)cc1 | -4 | 96 | -2 | 11 | 5 | 0.5 | 399 | 3.2 | 2 | 1.0 | -2.3
Cc1ccc(S(=O)(=O)N2CCC(C)CC2)cc1[N+](=O)[O-] | 20 | 98 | 6 | 14 | -5 | . | . | 2.9 | -3 | . | -2.7
CC(=O)OCC=C1CCC2C3CC(C)C4=CC(=O)CCC4(C)C3C(O)CC12C (centres undefined) | 4 | 96 | 5 | -52 | -11 | . | . | 1.8 | -10 | . | 10

Brought forward from above: 2 entries, then new ones.
compound | Arrestin-AP2 inh | Pemphigus Ab inh | Tat export inh | OPRM1-OPRD1 inv | PfHsp90 set2 | Ecoli viability | SUMO Mot1 rescue | phage Ecoli inh | PKA-R1A act | AddAB inh | MOR-DOR ag
Cc1ccc(S(=O)(=O)N2CCC(C)CC2)cc1[N+](=O)[O-] | 20 | 98 | 6 | 14 | -5 | . | . | 2.9 | -3 | . | -2.7
CC(=O)OCC=C1CCC2C3CC(C)C4=CC(=O)CCC4(C)C3C(O)CC12C (centres undefined) | 4 | 96 | 5 | -52 | -11 | . | . | 1.8 | -10 | . | 10
CCc1noc(C)c1C(=O)N1CCCSC1=Nc1ccccc1OC | 3 | 98 | -4 | 18 | 1 | 1.6 | -25 | 0.5 | -8 | 5.7 | -3.7
O=C(NC1CCCCC1)c1ccc2c(c1)OCCO2 | -18 | . | -7 | 5 | 7 | -1.2 | -15 | -1.3 | -8 | 4.2 | -0.6
CSCCC(NC(=O)c1ccccc1)C(=O)NCCc1ccccc1 (centres undefined) | -5 | 102 | 0 | 13 | -17 | 0.6 | -4 | 2.2 | 6 | 1.0 | -2.4
COc1ccc(Cl)cc1NC(=O)CCCNC(=O)c1ccc(Cl)cc1 | -10 | 93 | -3 | 12 | 20 | 1.6 | -8 | 3.1 | -17 | 0.2 | -2.0
Cc1ncc(CO)c(CO)c1O | -1 | 292 | 10 | 6 | 19 | -2.9 | -12 | 5.2 | 6 | -1.3 | -1.1
CCCCn1c(N)c(N(C)C(=O)c2ccc(OCC3CCCO3)cc2)c(=O)[nH]c1=O (centres undefined) | 5 | 104 | 3 | 16 | -20 | -0.8 | . | 1.9 | 1 | -1.3 | -4.1
CC1(C)CC(=O)C(/C=N/n2c(C(F)(F)F)nc3ccccc3c2=O)=C(O)C1 | 3 | 99 | -3 | -6 | . | 0.4 | 1 | 5.3 | -6 | 0.6 | 0.9
CCn1c(SCC(=O)N(C)C2CCS(=O)(=O)C2)nnc1-c1ccccc1 (centres undefined) | -5 | 107 | 6 | 10 | -5 | -0.4 | 37 | -0.5 | -9 | 1.7 | -2.0
COc1ccc(COC(=O)N/N=C(\C)CC(=O)Nc2ccc(Cl)cc2)cc1 | 1 | 118 | 16 | 10 | -5 | 2.9 | -1 | 2.9 | -17 | 5.0 | -1.8
CCNc1nc(NCC)nc(N/N=C/c2ccc(O)c(OC)c2)n1 | 26 | 89 | 2 | -1 | -5 | -3.3 | 4 | 0.5 | -7 | -1.5 | 0.1
CCCCc1nnc(NC(=O)c2ccc(-n3cncn3)c([N+](=O)[O-])c2)s1 | -9 | 105 | -1 | 5 | . | -0.7 | 66 | -1.6 | 7 | -0.1 | -0.9
Nc1ccc2nn(-c3cccc4ccccc34)nc2c1 | 24 | 100 | 0 | -13 | -7 | -0.5 | -17 | 3.3 | -10 | 4.2 | 2.6
CCOC(=O)CSc1nc(C)c(C(C)=O)cc1C#N | 0 | 97 | -3 | 8 | -18 | -1.2 | -11 | 1.2 | -3 | -0.3 | -1.8
Cc1ccc(Cc2cnc(N3C(=N)SC(c4ccccc4)C3=O)s2)cc1 (centres undefined) | 34 | 100 | 16 | 7 | -16 | -1.4 | 14 | -4.6 | -3 | 2.0 | -1.2
Cc1cccc(Cn2c(N(C)Cc3ccccc3)nc3c2c(=O)[nH]c(=O)n3C)c1 | -5 | 97 | 11 | -4 | -44 | 2.1 | 12 | 0.8 | 5 | 0.3 | 0.8
Cc1cc(NC(=S)N(Cc2cccc(Br)c2)CC2CCC(C(=O)O)CC2)ccc1Cl (centres undefined) | 22 | 96 | 8 | 7 | -58 | . | . | 1.8 | -5 | . | -1.3
C[C@@H](C(=O)NC1CCN(Cc2ccccc2)CC1)N1C(=O)N2CCc3c([nH]c4ccccc34)[C@@]2(C)C1=O | -1 | 92 | 2 | 0 | -36 | -2.2 | 14 | 0.4 | -10 | 1.2 | 0.0
O=C1c2ccccc2N2C(=O)c3ccccc3C2N1O (centres undefined) | -7 | 112 | 2 | 18 | 14 | -2.2 | -25 | 2.5 | 0 | 1.0 | -3.1
CCCOCC(O)CC(Cc1ccccc1)C(=O)NN (centres undefined) | 1 | . | 6 | 1 | 12 | 1.0 | 2 | -0.4 | -13 | 0.0 | -0.3
COc1ccc(CNC(=O)CCCn2ccc3cc(S(=O)(=O)N4CCCC4)ccc32)cc1 | -10 | 101 | 8 | 7 | -2 | 0.0 | 5 | 1.5 | -6 | 1.0 | -1.4
O=C(CN1C(=O)CCOc2ccccc21)Nc1ccc(Cl)c(S(=O)(=O)N2CCOCC2)c1 | -9 | . | 3 | 0 | -4 | -1.4 | -4 | -0.6 | -8 | 0.8 | 0.0
CC(=O)Nc1cc(C)c2nc(NC(C)=O)sc2c1 | 4 | 101 | -1 | 3 | -1 | 0.7 | -10 | -1.2 | 3 | 2.9 | -0.6

Two entries from above, with values under each structure:
Values in the order: Arrestin-AP2 inh | Pemphigus Ab inh | Tat export inh | OPRM1-OPRD1 inv | PfHsp90 set2 | Ecoli viability | SUMO Mot1 rescue | phage Ecoli inh | PKA-R1A act | AddAB inh | MOR-DOR ag
CCNc1nc(NCC)nc(N/N=C/c2ccc(O)c(OC)c2)n1
 : 26 | 89 | 2 | -1 | -5 | -3.3 | 4 | 0.5 | -7 | -1.5 | 0.1
CCn1c(SCC(=O)N(C)C2CCS(=O)(=O)C2)nnc1-c1ccccc1 (centres undefined)
 : -5 | 107 | 6 | 10 | -5 | -0.4 | 37 | -0.5 | -9 | 1.7 | -2.0

Assay outcomes: PubChem BioAssay, several laboratories
